697 NFkB inh: inhibitors of PMA/ionomycin-induced NF-kB reporter, 697 cells, primary screen, B-cell NF-kB inhibitor project, cell-based, luminescence, uHTS; 697 B-cell NF-kB luciferase reporter, 16 h; inhibition, % at 4 µM; hit rate 0.33% among 330,000; in the data active = inhibition above about 35%
EBI2 antag: EBI2 receptor antagonists, beta-arrestin recruitment, primary screen, cell-based, luminescence, 7a,25-OHC stimulation, uHTS | G-protein coupled receptor 183 (Homo sapiens), P32249 | AID 651636, 2012 | 7a,25-OHC stimulated | inhibition, % at 5 µM | hit rate 0.81% among 360,000; in the data active = inhibition above about 38%;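 note: enzyme fragment complementation signal reports receptor beta-arrestin coupling in cells; 0% = agonist plus DMSO wells and 100% = wells without agonist; some results beyond the cut were filed as inactive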
Jurkat NFkB inh: inhibitors of induced NF-kB luciferase reporter, primary screen, TCR NF-kB activation inhibitor project, cell-based, luminescence, uHTS. Jurkat, PMA/ionomycin-induced NF-kB luciferase reporter. inhibition, % at 4 µM. hit rate 0.53% among 330,000
Gli-Sufu antag: Gli-Sufu pathway antagonists, primary screen, luciferase luminescence, Sufu-KO-LIGHT cells, uHTS | AID 588413, 2011 | Sufu-KO-LIGHT fibroblasts, Gli luciferase reporter luminescence | hit rate 0.74% among 340,000 | inhibition, % at 5 µM;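 active = inhibition above about 55%, limit read from the data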;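 note: 0% = DMSO-treated cells and 100% = wells with medium but no cells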
UBC13 inh: UBC13 polyubiquitin chain formation inhibitors, primary screen, biochemical, TR-FRET, uHTS | Ubiquitin-conjugating enzyme E2 N (Homo sapiens), P61088 | AID 485273, 2010 | inhibition, % at 20 µM | hit rate 0.47% among 330,000; in the data active = inhibition above about 45%, passing the limit was not always enough
CCR6 antagonist: CCR6 receptor antagonists, primary screen, cell-based, CHO-K1, luminescence, beta-arrestin, uHTS. C-C chemokine receptor type 6 (Homo sapiens), P51684. CHO-K1 CCR6 PathHunter beta-arrestin, CCL20-stimulated. inhibition, % at 20 µM. hit rate 0.49% among 340,000. AID 493098, 2011;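 active = compounds whose inhibition of the agonist-driven luminescence signal at 20 µM reaches about 50%, limit read from the data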;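 note: cells stimulated with CCL20 at 14 nM final; plate controls were DMSO with CCL20 for no effect and DMSO without agonist for full effect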
SENP8 inh: SENP8 protease inhibitors, primary screen, biochemical, luminescence | Sentrin-specific protease 8 (Homo sapiens), Q96LD8 | inhibition, % at 10 µM | purified SENP8, Z-RLRGG-aminoluciferin cleavage | hit rate 1.2% among 330,000
Apaf-1 inh: inhibitors of human Apaf-1 apoptosome, primary screen, biochemical, DEVD-Rh110 fluorescence, uHTS. Apoptotic protease-activating factor 1 (Homo sapiens), O14727. reconstituted apoptosome caspase-3 activity. inhibition, % at 20 µM. hit rate 0.71% among 330,000; active = inhibition of at least 40% at 20 µM;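 note: plate controls were DMSO wells for no effect and DEVD-CHO caspase inhibitor wells for full effect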
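System: reconstituted apoptosome with Apaf-1, cytochrome c, caspase-9, procaspase-3, dATP; Signal: Rh110 fluorescence intensity; Schedule: 30 min compound preincubation, 50 min activation, room temperature; Reagent: cytochrome c trigger plus (Z-DEVD)2-Rh110 caspase-3 substrate.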
An asterisk follows results filed as active; nt = not tested or not shown. Cut-off read from the data, not from the text of the source, unless noted: active = inhibition above about 50%; inactive = the rest. Not all compounds are listed (hit frequency here may not be typical).

SMILES	697 NFkB inh	EBI2 antag	Jurkat NFkB inh	Gli-Sufu antag	UBC13 inh	CCR6 antagonist	SENP8 inh	Apaf-1 inh
Fc1ccc(Nc2ccc(-c3ccc(F)cc3)nn2)cc1	-86	60*	-94	-73	-2	8	-29	10
O=C1OCc2ccc(NC(=O)C3CC3)cc21	4	-4	-12	-21	-6	11	1	-11
CC1=NN(C(N)=S)C(C)(C)C1	-16	-13	-15	1	-4	4	-2	-16
CCc1cc2cc3c(cc2nc1SCC(=O)OC(C)C)OCO3	-19	-6	-5	-7	-2	19	-7	25
Cc1occc1-c1nnc(SCC(=O)c2c(N)n(Cc3ccccc3)c(=O)n(C)c2=O)n1C	0	3	3	6	-1	-4	-13	-7
Cc1cc(C)c2[nH]c(=S)cc(C)c2c1	-1	-2	1	-3	-13	-14	-1	6
Cc1ccc(C(=O)NCC(=O)Nc2cccc(C(F)(F)F)c2)cc1	-3	-14	5	20	1	4	3	-5
O=C(NCc1ccc2c(c1)OCO2)c1c(O)c2cccc3c2n(c1=O)CCC3	6	0	2	1	31	-9	-8	4
COC(=O)c1[nH]c2ccc(F)cc2c1NC(=O)CCN1CC(C)OC(C)C1 (stereo not given)	6	3	-4	2	10	1	0	0
CN1CCN(C(c2ccccc2)c2ccc(Cl)cc2)CC1 (stereo not given)	16	4	-14	13	0	10	0	12
CCOC(=O)N1CCN(C(=O)Cc2ccccc2[N+](=O)[O-])CC1	-1	-9	6	-6	-3	6	3	-3
O=C(Nc1ccccc1N1CCOCC1)c1ccc2c(c1)C(=O)N(Cc1ccncc1)C2=O	-10	-1	-11	9	-8	-1	-7	6
Cc1cc(C)n2ncc(C(=O)O)c2n1	22	-12	-4	3	1	0	7	-4
C=CCOc1cc(OC)c(OC)c(OC)c1	10	0	-7	-8	-6	4	2	6
COCc1cc(C)nc(N2CCCCC2)c1C#N	-13	-1	-5	-1	8	14	-6	-1
CC(C)N1CCc2c(sc(NC(=O)c3nc4ccccc4s3)c2C(N)=O)C1	11	10	-15	7	2	16	0	11
COc1ccccc1CNC(=O)c1[nH]c(C)c(C(C)=O)c1C	6	-2	-8	8	-3	-3	-11	0
CSc1nc2ccc(NC(=O)C3CCCO3)cc2s1 (stereo not given)	-45	-2	-61	-49	9	10	-2	-8
N#Cc1c(NC(=S)NC(=O)c2ccccc2)sc2c1CCC2	-48	-1	-46	-25	-4	39	-1	1
COc1cccc(N2CCN(c3nc(C)cc(=O)[nH]3)CC2)c1	7	-1	-3	-3	5	6	7	-17
CCN(CC(=O)Nc1c(F)cccc1F)C(=O)c1nn(C)c(=O)c2ccccc12	15	-4	7	4	12	1	-2	-10
CCN1CCN(C(=S)Nc2ccsc2C(=O)OC)CC1	-3	-2	-6	-5	-5	-10	-3	-1
O=C(CCn1c(=O)sc2ccccc21)Nc1ccon1	20	-11	2	-10	10	8	-4	-22
COC(=O)CSCC(=O)Nc1nnc(-c2cccc(C)c2)s1	10	0	3	-13	4	12	1	-11
Cc1nc(CNC(=O)c2cc(COc3c(F)cccc3F)on2)cs1	7	0	-4	4	-2	8	6	-9

Rewritten with two lines to a compound: part of the list above
The line under a structure holds: 697 NFkB inh	EBI2 antag	Jurkat NFkB inh	Gli-Sufu antag	UBC13 inh	CCR6 antagonist	SENP8 inh	Apaf-1 inh
CCc1cc2cc3c(cc2nc1SCC(=O)OC(C)C)OCO3
 : -19	-6	-5	-7	-2	19	-7	25
Cc1occc1-c1nnc(SCC(=O)c2c(N)n(Cc3ccccc3)c(=O)n(C)c2=O)n1C
 : 0	3	3	6	-1	-4	-13	-7
Cc1cc(C)c2[nH]c(=S)cc(C)c2c1
 : -1	-2	1	-3	-13	-14	-1	6
Cc1ccc(C(=O)NCC(=O)Nc2cccc(C(F)(F)F)c2)cc1
 : -3	-14	5	20	1	4	3	-5

EBI2 antag, hit marks shown above.
smiles | 697 NFkB inh | EBI2 antag | Jurkat NFkB inh | UBC13 inh | CCR6 antagonist
Fc1ccc(Nc2ccc(-c3ccc(F)cc3)nn2)cc1 | -86 | 60* | -94 | -2 | 8

Further records.
SMILES	697 NFkB inh	EBI2 antag	Jurkat NFkB inh	Gli-Sufu antag	UBC13 inh	CCR6 antagonist	SENP8 inh	Apaf-1 inh
Cc1ccccc1C(=O)NCCNC(=O)c1cnccn1	4	-9	8	-9	7	4	3	-3
CC[C@]12c3[nH]c4cc(CCC(=O)N(C)C)ccc4c3CCN1C(=O)[C@@H](CC(=O)NCc1cccc(C(F)(F)F)c1)C[C@@H]2C(=O)N1CCN(C(=O)c2ccco2)CC1	32	-11	nt	4	nt	16	nt	16
CCOC(=O)N1CCN(S(=O)(=O)c2ccc(C(=O)N(CCCN(C)C)c3nc4ccc(OC)cc4s3)cc2)CC1	6	-3	-11	22	20	16	7	9
COc1ccc(C(=O)NNC(=O)C(C)NC(=O)c2ccccc2NC(=O)c2ccco2)cc1 (stereo not given)	7	10	6	1	5	4	-9	-6
S=C(NCCSCc1ccc(Cl)c(Cl)c1)Nc1ccccc1	-46	5	-6	2	6	0	-11	17
COc1ccc(-n2nc3c(c2NC(=O)C(C)Oc2ccccc2)CS(=O)(=O)C3)cc1 (stereo not given)	-16	-9	0	1	-4	11	-2	-2
O=C(NC(=S)NCCN1CCOCC1)c1ccc(Cl)cc1Cl	14	3	0	2	3	4	-1	-13

Full records from above. Order of screens: 697 NFkB inh, EBI2 antag, Jurkat NFkB inh, Gli-Sufu antag, UBC13 inh, CCR6 antagonist, SENP8 inh, Apaf-1 inh
N#Cc1c(NC(=S)NC(=O)c2ccccc2)sc2c1CCC2 is entered as -48, -1, -46, -25, -4, 39, -1, 1
CCc1cc2cc3c(cc2nc1SCC(=O)OC(C)C)OCO3 is entered as -19, -6, -5, -7, -2, 19, -7, 25
Cc1cc(C)c2[nH]c(=S)cc(C)c2c1 is entered as -1, -2, 1, -3, -13, -14, -1, 6
CN1CCN(C(c2ccccc2)c2ccc(Cl)cc2)CC1 (stereo not given) is entered as 16, 4, -14, 13, 0, 10, 0, 12
CCN1CCN(C(=S)Nc2ccsc2C(=O)OC)CC1 is entered as -3, -2, -6, -5, -5, -10, -3, -1

Source: PubChem (Sanford-Burnham Center for Chemical Genomics)
